14-3-3g Raf – alters human 14-3-3 gamma binding to Raf peptide; FP, 14-3-3gamma / TMR-pS259-Raf peptide binding; P61981; inhibition, % at 40 µM; 0.19% of 160,000 active; in the data active means inhibition above about 30%;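 further: 0% = protein plus tracer without compound and 100% = blank with tracer alone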
Target sequence (P61981 whole entry, looked up): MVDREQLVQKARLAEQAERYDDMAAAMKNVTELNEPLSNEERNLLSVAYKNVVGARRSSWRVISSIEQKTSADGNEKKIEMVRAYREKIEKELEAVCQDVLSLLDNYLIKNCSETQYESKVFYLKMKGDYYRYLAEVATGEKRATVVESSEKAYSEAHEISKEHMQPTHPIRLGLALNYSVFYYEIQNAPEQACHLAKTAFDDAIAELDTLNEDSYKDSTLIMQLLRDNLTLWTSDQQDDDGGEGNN
Numbers without * were called inactive; & = joins results of further samples. Some of the compounds tested, so the mix of outcomes need not match the whole.

entry	structure	14-3-3g Raf
1	Cc1ccccc1CSC1=NN2CCCC(=O)N=C2S1	-2
2	O=c1[nH]c2ccc(S(=O)(=O)N3CCCCC3)cc2o1	-7
3	CC1CCc2c(sc(NC(=O)C(C(F)(F)F)C(F)(F)F)c2C#N)C1 (stereo unspecified)	-6
4	CCn1c(SCC(=O)Nc2cc(C)on2)nnc1-c1ccc(S(=O)(=O)N2CCCC2)cc1	3
5	CCOC(=O)N1CCN(C(=O)COc2cc(=O)n(CC)c3ccccc23)CC1	1
6	O=S(=O)(c1ccccc1)N1CCN(C2CCCCCCC2)CC1	-7
7	Cc1cccc(-n2nc3c(c2NC(=O)c2ccc(S(=O)(=O)N4CCCCC4)cc2)CS(=O)(=O)C3)c1C	15
8	Cc1ccc(S(=O)(=O)N[C@H](C(=O)N2CCC(C(=O)NCC(=O)O)CC2)C(C)C)cc1	-2
9	OCCCNc1nc(-c2ccccc2Cl)c2cc(Br)ccc2n1	-3
10	O=C(Nc1ccccn1)c1ccccc1Cl	-6
11	COc1ccccc1C1NC(=O)NC(C)=C1C(C)=O (stereo unspecified)	-10
12	Cc1ccnc(N2C(=O)c3cccc4c([N+](=O)[O-])ccc(c34)C2=O)c1	-3
13	O=C1c2ccccc2C(=O)N1CCN1CCOCC1	2
14	COc1ccc(CCN2C(=S)NC3CC2(C)Oc2ccc(C)cc23)cc1OC (stereo unspecified)	6
15	O=C(Nc1ccccc1Oc1ccccc1)c1cnccn1	-7
16	O=C(CN1C(=O)C2C3CCC(C3)C2C1=O)Nc1ccc(F)cc1 (stereo unspecified)	6
17	COc1cc(C(c2nnnn2C2CCCC2)N2CCN(C)CC2)cc(OC)c1OC (stereo unspecified)	4
18	Cc1ccc(CN(Cc2cc3cc(C)ccc3[nH]c2=O)C(=O)N2CCOCC2)cc1	-13
19	COc1ccc(C(=O)Cn2c(C(F)(F)F)nc3ccccc32)cc1	-8
20	O=C1C(=O)N(CCCn2ccnc2)C(c2ccccc2[N+](=O)[O-])/C1=C(\O)c1ccc(Br)cc1 (stereo unspecified)	-7

Later entries
entry	structure	14-3-3g Raf
21	CCCCNS(=O)(=O)C1CCS(=O)(=O)C1 (stereo unspecified)	-8
22	Cc1ccc(S(=O)(=O)Nc2cc3c(C(=O)Nc4ccccc4)c(C)oc3c3ccccc23)c(C)c1	-21
23	COc1ccc(CCNC(=O)CC#N)cc1	-3
24	CC1=C(C(=O)N2CCCCC2)C(c2ccc3c(c2)OCO3)C2=C(CC(C)(C)CC2=O)N1 (stereo unspecified)	1
25	O=c1c(-c2cccc(Cl)c2)c(C(F)(F)F)oc2c(CN3CCOCC3)c(O)ccc12	-2
26	Cc1ccc(CNc2ccc(N3CCOCC3)c(C(=O)O)c2)s1	2
27	CSc1ccc(-c2nc(CSCC(=O)N3CCCC3)c(C)o2)cc1	-22
28	CC(=O)N1CCc2cc(Br)cc(S(=O)(=O)NCc3cccnc3)c21	-8
29	Cc1ccc(Cl)cc1N(C)C(=O)c1cc2c(=O)oc3ccccc3c2s1	-5
30	Cc1onc(-c2ccccc2)c1C(=O)N=C1SCCN1C(=O)c1c(-c2ccccc2)noc1C	6
31	O=C(Nc1ccc(C(F)(F)F)cc1)c1cc(Cl)ccc1Nc1ccccc1	-3
32	O=C(Oc1cccc(C(=S)N2CCCCC2)c1)c1cccc([N+](=O)[O-])c1	-4
33	O=c1nc(N2CCOCC2)nc2n1CCO2	-8
34	O=C(Oc1ccccc1N1C(=O)C2CCCCC2C1=O)c1ccc(Br)cc1 (stereo unspecified)	-16
35	CCOC(=O)C1=C(N)N(c2ccc([N+](=O)[O-])cc2)C2=C(C(=O)CCC2)C1c1ccc(C(C)(C)C)s1 (stereo unspecified)	-9
36	Cc1ccc2nc(-c3ccc(C)o3)c(Nc3ccccc3C)n2c1	-6
37	CCOC(=O)C1C(=O)CC(=O)C(C(=O)OCC)C1c1ccccc1 (stereo unspecified)	-14
38	O=C1NC(c2cccc(O)c2)C(C(=O)c2cccnc2)C(O)(C(F)(F)F)N1 (stereo unspecified)	-12
39	Cc1ccc(-c2nc3cnccn3c2NC2CCCCC2)cc1	-5
40	N#C/C(=C(/O)COC(=O)c1ccc2c(c1)OCCO2)c1nc2ccccc2[nH]1	-54

New compounds follow:
entry	structure	14-3-3g Raf
41	O=C(CSc1nnc2ccccn12)N1CCOCC1	-2&-1
42	CC(C)(C)NC(=O)c1cc(NC(=O)c2ccco2)cc(NC(=O)c2ccco2)c1	3
43	C#CCSc1nsc(SCC#C)c1C#N	-9
44	COc1ccc(S(=O)(=O)N2CCn3c2nc2ccccc23)cc1	-2
45	COc1cc(OC)cc(-c2nc(-c3ccc([N+](=O)[O-])cc3)no2)c1	-22
46	CC(C)(C)c1cc(NC(=O)c2cc3nc(-c4cccs4)cc(C(F)(F)F)n3n2)no1	2
47	COc1cc(Cn2c(C(=O)O)cc3sccc32)cc(OC)c1OC	-12
48	O=c1[nH]c(CN2CCN(c3ccc(F)cc3)CC2)nc2ccccc12	0
49	Cc1ccc(C(=O)Nc2cccc(NC(=O)c3ccccc3Cl)c2)cc1[N+](=O)[O-]	-7
50	Cc1ccc(C2=NN(CC(=O)N3CC(C)CC(C)C3)C(=O)CC2)cc1 (stereo unspecified)	-1
51	COc1ccc(N(CC(=O)N2CCCCC2)S(=O)(=O)c2c(C)nn(C)c2C)cc1	4
52	CC(C)C1CC(c2csc(N)n2)CCO1 (stereo unspecified)	6
53	COc1cc2c(C(=O)Nc3ccc(C)c(F)c3)cn(C)c(=O)c2cc1OC	4
54	O=C(c1ccco1)N1CCN(Cc2ccccc2C(F)(F)F)CC1	2
55	O=[N+]([O-])c1c(Nc2cccc(O)c2)ccc2nonc12	-10
56	CCOC(=O)c1cccc(NC(=O)CSc2nnc(COc3ccccc3C)o2)c1	-8
57	COc1ccc(C(C(=O)Nc2ccc3c(c2)OCCO3)N(C)C(=O)Cc2c[nH]c3ccccc23)cc1 (stereo unspecified)	-9
58	CCOc1ccc(-n2c(=O)c3c(C)c(C)sc3n(Cc3cccc(F)c3)c2=O)cc1	-27
59	COc1ccc(CNC(=O)c2ccc3c(c2)N(Cc2ccc(C)cc2)C(=O)CS3)cc1	-1
60	Cn1c(=O)oc2cc(S(=O)(=O)N3CCN(c4ccccn4)CC3)ccc21	2&-2

Other compounds.
entry	structure	14-3-3g Raf
61	Cc1nnc2n(Cc3ccccc3)c(=O)c3c4c(sc3n12)CCCC4	-3
62	COC(=O)C1=C(C)NC2=C(C(=O)CC(c3ccc(OC)cc3)C2)C1c1cccc(OC)c1OC (stereo unspecified)	-2
63	COc1ccc(OC)c(NC(=O)C2COc3ccccc3O2)c1 (stereo unspecified)	-2
64	Cc1c(NC(=O)C(C)OC(=O)c2cc3c4ccccc4n(C)c3s2)c(=O)n(-c2ccccc2)n1C (stereo unspecified)	-8
65	COc1ccc(-c2cc(C(=O)NC3CCCC3)c3cc(C(C)C)ccc3n2)cc1	-36
66	COCCNC(=O)CCc1nc(-c2ccc(OC)cc2)no1	6
67	Cc1cc(C)c(S(=O)(=O)N(C)CC(=O)NC2CCCC2)c(C)c1	-2
68	CC1(C)NC(=O)N(CCCCOc2cccc(C(F)(F)F)c2)C1=O	-2
69	Cc1cc(S(=O)(=O)Nc2c(C(=O)O)[nH]c3ccccc23)ccc1F	3
70	COC(=O)c1cc(N2C(=O)C3C4c5ccccc5C(C)(c5ccccc54)C3C2=O)ccc1Cl (stereo unspecified)	-34
71	Cc1cc(C2C(=O)C(C(=O)c3ccc(Cl)cc3)C(=O)CC2(C)C)on1 (stereo unspecified)	-3
72	C=CCn1c(Cc2c(C)[nH]c3ccccc23)nnc1SCC(=O)Nc1ccc(Br)cc1	-3
73	O=C(NCc1ccc(F)cc1)c1cnc2sccn2c1=O	-7
74	O=C(CP(=O)(c1ccccc1)c1ccccc1)Nc1nc2ccccc2s1	-13
75	C(=CC1Nc2ccccc2-c2nnc(SCc3ccccc3)nc2O1)c1ccco1 (stereo unspecified)	6
76	N#CC(C(=O)C1CCCCC1)c1nc2ccccc2[nH]1 (stereo unspecified)	-3
77	CCOC(=O)C1=C(C)NC2=C(C(=O)CC(c3ccc(Cl)cc3)C2)C1c1ccccc1OC (stereo unspecified)	3
78	Cc1cc2nnn(-c3nnc(-c4ccccc4)c4ccccc34)c2cc1C	4
79	CCC1Oc2ccccc2N(CC(=O)NCCC(C)C)C1=O (stereo unspecified)	-5
80	Cc1c(C(=O)Nc2ccc(S(N)(=O)=O)cc2)sc2nc(-c3ccccc3)cn12	-2

Some of these compounds in order of the 14-3-3g Raf value, ascending.
| no. | molecule | 14-3-3g Raf |
| --- | --- | --- |
| 27 | CSc1ccc(-c2nc(CSCC(=O)N3CCCC3)c(C)o2)cc1 | -22 |
| 67 | Cc1cc(C)c(S(=O)(=O)N(C)CC(=O)NC2CCCC2)c(C)c1 | -2 |
| 5 | CCOC(=O)N1CCN(C(=O)COc2cc(=O)n(CC)c3ccccc23)CC1 | 1 |
| 46 | CC(C)(C)c1cc(NC(=O)c2cc3nc(-c4cccs4)cc(C(F)(F)F)n3n2)no1 | 2 |
| 4 | CCn1c(SCC(=O)Nc2cc(C)on2)nnc1-c1ccc(S(=O)(=O)N2CCCC2)cc1 | 3 |

Going on with the list:
entry	structure	14-3-3g Raf
81	O=C1CCCS(=O)(=O)c2ccccc21	-3
82	COc1ccc(C2CC(c3ccc(Br)cc3)=NN2C(=O)CSC2=NN3CCCC(=O)N=C3S2)cc1 (stereo unspecified)	-3
83	C#Cc1cccc(N2C(=O)c3ccc(-c4nc5ccccc5c(=O)o4)cc3C2=O)c1	1
84	CCCn1c(C(O)c2ccccc2)nc2ccccc21 (stereo unspecified)	0
85	CC(C)CCNS(=O)(=O)c1ccc2nc(-c3ccccc3)[nH]c2c1	-2
86	CC(=O)c1c(C)[nH]c(C(=O)N(CCc2ccccc2)Cc2ccccc2)c1C	-26
87	CC(C)C(=O)NC(C)C(c1cccs1)N1CCN(C)CC1 (stereo unspecified)	2
88	CCC(=O)Nc1nnc(Sc2ccc(N(C)C)cc2)s1	0
89	COc1ccc(OC)c(C2CC(=O)c3c([nH]c(C(=O)OCC4CCCO4)c3C)C2)c1 (stereo unspecified)	-4
90	CCCN1CN(Cc2ccccc2)CC2=C1CC(C)(C)CC2=O	-8
91	CC1Cn2c(nc3ccccc3c2=O)S1 (stereo unspecified)	-3
92	Cc1sc(NC(=O)c2ccc(F)cc2)nc1-c1ccc(Br)cc1	-2
93	CCOC(=O)C1=C(C)NC(=O)NC1c1ccc(NC(C)=O)cc1 (stereo unspecified)	10&-13
94	O=C(CCSc1nnc2scc(-c3ccccc3)n12)Nc1nc(-c2ccccc2)ns1	-3
95	Cc1ccc(-c2n[nH]c(=O)c3ccccc23)cc1S(=O)(=O)Nc1ccccc1	8
96	Cc1oc2c(CN3CCCC3)c(O)ccc2c(=O)c1Oc1ccccc1Br	0
97	O=C(Nc1ccon1)C1CCN(S(=O)(=O)c2cccs2)CC1	2
98	C=CCn1cc(C(=O)NC2CCC(C)CC2)c(=O)c2cc(S(=O)(=O)N(CC)CC)ccc21 (stereo unspecified)	-4
99	CC(=O)N1c2c(cc(Br)cc2S(=O)(=O)N2CCN(c3cc(C)ccc3C)CC2)CC1C (stereo unspecified)	9
100	COc1ccc(C2CC(=O)C(C=NCCN3CCN(C(C)=O)CC3)=C(O)C2)cc1OC (stereo unspecified)	-1

Another view of part of the listing above.
[93] CCOC(=O)C1=C(C)NC(=O)NC1c1ccc(NC(C)=O)cc1 (stereo unspecified)
  14-3-3g Raf: 10&-13

[94] O=C(CCSc1nnc2scc(-c3ccccc3)n12)Nc1nc(-c2ccccc2)ns1
  14-3-3g Raf: -3

[95] Cc1ccc(-c2n[nH]c(=O)c3ccccc23)cc1S(=O)(=O)Nc1ccccc1
  14-3-3g Raf: 8

[96] Cc1oc2c(CN3CCCC3)c(O)ccc2c(=O)c1Oc1ccccc1Br
  14-3-3g Raf: 0

The list continues.
entry	structure	14-3-3g Raf
101	CCc1cccc(CC)c1NC(=O)c1cc(S(=O)(=O)NC2CCCCC2)ccc1F	-1
102	CCCCn1c(C)nc2c(=O)n(C)c(=O)[nH]c21	-4
103	OCC[n+]1ccc(C=Cc2c[nH]c3ccccc23)cc1	-35
104	CC(=O)NC1N=C(C)N(c2ccccc2)C1=O (stereo unspecified)	0
105	Cc1ccc(C2CC(C(F)(F)F)n3nc(C(=O)Nc4cccnc4)cc3N2)cc1 (stereo unspecified)	-3
106	CC(C)(C)C1CCc2c(sc(NC(=O)c3cccs3)c2C(=O)N2CCOCC2)C1 (stereo unspecified)	3
107	O=C1CC(N2CCN(c3ccccc3O)CC2)C(=O)N1c1ccccc1F (stereo unspecified)	-2
108	CCOC(=O)C1CCN(C(=O)Cn2ncc3c(=O)oc4ccccc4c32)CC1	3
109	O=C(COC(=O)CCc1c[nH]c(=O)[nH]1)Nc1ccccc1Cl	6
110	CC(=O)c1cc2c(cc1NC(=O)c1cc(C)nn1-c1ccccc1)OCO2	-10
111	O=c1cc(CSc2ccc(S(=O)(=O)N3CCCCC3)cn2)nc2sccn12	-6
112	COc1ccc(Cc2noc(-c3ccc(C)cc3)n2)cc1	0
113	COC1(OC)N=C(N)C2(C#N)C(c3ccc(F)cc3)C12C#N (stereo unspecified)	-4
114	CCOC(=O)c1nn(-c2ccccc2)c(=O)c2c(NC(=O)c3cccc(Br)c3)scc12	-12
115	CCOC(=O)c1c(Cl)nc2c(Br)cc(N)c3c2c1-c1ccccc1C3=O	4
116	O=C(Nc1nnc(Cc2ccccc2)s1)c1ccco1	-7
117	COC(=O)C(C)CC(C)C(=O)N1CCOCCOCCOCCOCCOCC1 (stereo unspecified)	2
118	Fc1ccc(N2CC3C4C=CC(C4)C3C2)cc1 (stereo unspecified)	1
119	O=C1c2ccccc2C(=O)N1c1ccc(OCC(O)COc2ccc([N+](=O)[O-])cc2)cc1 (stereo unspecified)	-12
120	CCC(CC)c1nnc(NS(=O)(=O)Cc2ccccc2)s1	0

Continuation.
entry	structure	14-3-3g Raf
121	COc1ccc(C(=O)Nc2ccccc2C(=O)NCCCn2ccnc2)cc1	-5
122	Cc1cc(C(=O)Nc2ccc3oc(Cc4ccc(Cl)cc4)nc3c2)ccc1[N+](=O)[O-]	-47
123	COc1cccc(C2C3=C(CC(C)(C)CC3=O)Nc3nc(SCc4cccnc4)[nH]c(=O)c32)c1 (stereo unspecified)	-9
124	Cc1cc(NC(=O)CSc2nnc3c(C)cc4c(C)ccc(C)c4n23)no1	-11

Source: PubChem (Emory University Molecular Libraries Screening Center)
